From PubChem BioAssay
HCV inhibitor: HCV inhibition. Potency, µM (top dose mostly 41.8 µM), without a hit: top-dose activity change, negative = inhibition, hits mostly inhibitors. 3.4% of 340,000 active. Huh7.5.1 HCVcc-Cre infection, luciferase reporter, 44 h; note: potency is the fitted concentration of half-maximal effect
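Cells (1,000/well) were plated 4 h before compound, then infected with HCVcc-Cre virus (~0.5 moi). After 44 h further culture, infection was read as luciferase luminescence following a 15 min substrate incubation at room temperature.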
Sm TGR block: S. mansoni TGR enzyme inhibition | Q962Y6 | purified TGR, DTNB reduction, TNB absorbance 405 nm | Potency, µM (doses to about 114 µM), inactives show at the highest dose activity change, negative = inhibition, hits mostly inhibitors | 3% of 360,000 active | AID 485364; note: potency is the fitted concentration of half-maximal effect; nearly all actives have a fitted effect of over 60% in size
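Kinetic colorimetric format: TGR-catalysed, NADPH-driven DTNB reduction monitored via TNB absorbance. Enzyme dispensed at 20 nM; compound exposure 15 min at room temperature before reaction start.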
AmpC no deterg: blocks E. coli AmpC beta-lactamase in detergent-free assay; P00811; AmpC nitrocefin hydrolysis, absorbance 480 nm, 0.0001% Triton; Potency, µM (titrated, usually from 57.1 µM), for the others: at the top dose activity change, negative = inhibition, hits mostly inhibitors; 0.52% of 330,000 active; AID 485341;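 note: potency is the fitted concentration of half-maximal effect; plate controls were no compound for no effect and no enzyme for full effect; nearly all actives have a fitted effect of over 20% in size; some results filed as inactive show a strong effect at the top dose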
Target sequence (P00811 whole entry, looked up): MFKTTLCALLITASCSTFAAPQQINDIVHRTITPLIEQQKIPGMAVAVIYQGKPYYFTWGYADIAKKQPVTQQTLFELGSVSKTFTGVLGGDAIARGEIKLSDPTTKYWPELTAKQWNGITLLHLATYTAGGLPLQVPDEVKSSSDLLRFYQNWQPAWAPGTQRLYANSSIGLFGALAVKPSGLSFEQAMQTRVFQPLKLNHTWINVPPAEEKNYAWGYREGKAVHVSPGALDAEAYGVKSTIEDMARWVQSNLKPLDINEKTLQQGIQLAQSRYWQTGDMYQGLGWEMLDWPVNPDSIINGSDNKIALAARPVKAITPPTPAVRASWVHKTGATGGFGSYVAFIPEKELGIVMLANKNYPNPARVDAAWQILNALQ
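20 mM phosphate pH 7.0 + 0.01% (detergent screen) or 0.0001% Triton X-100; 5.3 nM AmpC reagent; cpd preinc 15 min RT; nitrocefin (800 uM stock) to start; A480 q20 s × 4 min; Activity was normalised to no-enzyme and no-compound control wells.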
Giardia FBPA inh: Giardia lamblia aldolase inhibition; 0.71% of 290,000 active; AID 2451; purified Giardia FBPA; Potency, µM (series often up to 59.6 µM), without a hit: at the top dose activity, negative = inhibition, most hits filed as inhibitors; A8B2U2; note: potency is the fitted concentration of half-maximal effect; nearly all actives have a fitted effect of over 55% in size
Target sequence (A8B2U2 whole entry, looked up): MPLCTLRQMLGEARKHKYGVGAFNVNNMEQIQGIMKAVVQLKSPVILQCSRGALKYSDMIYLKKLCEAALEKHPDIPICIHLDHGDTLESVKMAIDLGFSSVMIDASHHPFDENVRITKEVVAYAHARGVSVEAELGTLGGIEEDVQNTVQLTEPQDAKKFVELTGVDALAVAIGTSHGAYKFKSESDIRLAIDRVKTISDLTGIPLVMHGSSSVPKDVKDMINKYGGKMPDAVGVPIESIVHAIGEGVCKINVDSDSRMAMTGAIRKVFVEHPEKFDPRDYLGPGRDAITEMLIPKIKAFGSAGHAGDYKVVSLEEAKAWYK
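Giardia FBPA (40 nM reagent) was preincubated 10 min at RT with compound (up to 57.5 uM final), then substrate plus GAPDH/TPI/NAD/arsenate coupling system with diaphorase/resazurin was added; resorufin fluorescence (525/598 nm) was read after 20 min.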
AmpC detergent: AmpC beta-lactamase inhibition with detergent present; Potency, µM (series often up to 114 µM), inactives show at the top dose activity change, negative = inhibition, usual class: inhibitors; AmpC hydrolysis of nitrocefin, absorbance 480 nm, 0.01% Triton; 0.041% of 370,000 active;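 note: potency is the fitted concentration of half-maximal effect; 0% = no-compound wells and -100% = no-enzyme wells; nearly all actives have a fitted effect of over 25% in size; some results filed as inactive show a strong effect at the top dose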
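AmpC (5.3 nM in the dispensed reagent) in 20 mM phosphate pH 7.0 with 0.01% (detergent screen) or 0.0001% Triton X-100 was preincubated with compounds for 15 min at room temperature. Nitrocefin was then added from an 800 uM solution, and hydrolysis was followed at 480 nm.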
HCMV antiviral: inhibitors of human cytomegalovirus; 4.5% of 410,000 active; activity change, negative = inhibition, % at 57.5 µM; AID 1259415; HFF cells, HCMV-luciferase reporter, 72 h; hits give low values; in the data active = activity change below about -60%; inconclusive = no clear call, values can overlap the other calls; inactive = above about -39%
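After 16 h attachment at 37C, HFF cells received test compound and HCMV-luciferase (1 PFU/cell); reporter luminescence read 72 h later, data normalized against buffer-only and known inhibitor Salinomycin.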
* marks the source's active call; other numbers are inactive results; u = inconclusive; x = no result given; [ ] = another dose, or the depositor's remark. Unless noted, calls come from the whole dose curve; as a rule, active = well fitted curve in the direction sought with a large enough effect; inconclusive = small, poorly fitted or top-dose-only effect, or another doubt; inactive = no such curve, though single readings can be large; an effect the other way counts as inactive or inconclusive. Unless noted, % is set by controls: 0 for no effect and ±100 for the full control effect.

SMILES	HCV inhibitor	Sm TGR block	AmpC no deterg	Giardia FBPA inh	AmpC detergent	HCMV antiviral
O=C(NNS(=O)(=O)c1ccccc1)C1CCCCC1	-3.9%	7.2%	-7.5%	5.2%	-3.7%	-10.1
CSc1nc2[nH]c3c(c2c2nnnn12)CCCC3	u	-0.4%	-32.3%	-6.6%	0.7%	24.5
C=C1CCC(OC(C)=O)C2(C)CCC3C(C)C(=O)OC3C12O (configuration not stated)	10.8%	-4.4%	-5.0%	-1.7%	u	-17.3
O=C(Nc1ccc2c(c1)OCO2)Nc1ccc2c(c1)OCO2	-1.8%	x	-11.0%	-7.5%	6.6%	-11.2
COc1ccc(/C=C/C(=O)Nc2sc3c(c2C(N)=O)CCCC3)cc1	x	0.3%	x	x	17.5%	-13.4
Cc1ccc(NS(=O)(=O)c2cc(C(=O)NCCCN(C)C)ccc2Cl)cc1Cl	u	1.6%	19.7%	x	u	5.7
Cc1ccc(-n2cnc3c(sc4nccc(N(C)C)c43)c2=O)cc1	-18.4%	0.0%	-24.5%	-8.6%	u	u
COc1cc2c(cc1OC)C(c1cccs1)CC(=O)N2 (configuration not stated)	-5.7%	-1.8%	x	8.6%	-1.6%	54.6
CN1CCN(/N=C/c2nc(-c3ccccc3)n3ccccc23)CC1	6.0%	u	-27.7%	u	-0.7%	-5.0
COC(=O)C1=C(CSCc2ccco2)NC(=O)NC1c1cc(C)ccc1C (configuration not stated)	-18.4%	u	-15.5%	-4.8%	u	u
CCc1nnc(NC(=O)COC(=O)c2cc(OC)cc(OC)c2)s1	12.4%	x	-32.0%	x	x	30.8
CCCCn1c(O)c(C(CC)=NCc2ccc(F)cc2)c(=O)[nH]c1=O	u	3.0%	0.7%	0.4%	5.1%	36.6
CCOC(=O)c1c(C)[nH]c(C(=O)OCC(=O)NC(C)C)c1C	u	8.9%	-15.1%	5.3%	0.9%	40.7
Cc1nc2cc(-c3ccccc3)nn2c(C)c1CCC(=O)NC(C)c1ccc2c(c1)OCCO2 (configuration not stated)	u	-7.8%	194.1%[activator]	0.5%	-5.5%	-29.7
COc1ccc(F)cc1NC(=O)C1CCN(c2nc(-c3ccc(OC)c(OC)c3)no2)CC1	x	-0.1%	x	x	8.0%	-1.1
CN(CC(=O)Nc1ccc(F)cc1)C(=O)COC(=O)c1cc([N+](=O)[O-])ccc1N1CCOCC1	-16.1%	3.6%	-9.4%	x	u	x
c1ccc(-c2noc(-c3cccc4ccccc34)n2)cc1	-0.3%	5.0%	-21.8%	-0.8%	-12.1%	19.3
O=C(Cc1sc(-c2ccccc2Cl)nc1-c1ccccc1)Nc1ccc(F)cc1	7.94µM*	-4.0%	-32.5%	-4.4%	-10.0%	-60.2*
CCOC(=O)N1CCN(C(=O)c2ccc(Cn3c(=S)[nH]c4ccc(Br)cc4c3=O)cc2)CC1	u	-3.4%	-13.1%	x	-3.1%	-94.9*
Cc1nn(-c2ccc(Cl)cc2)c(=O)c2c(C)noc12	13.5%	-7.5%	-14.7%	6.7%	-7.1%	-17.3
Cc1cc(NC(=O)c2ccccc2Cl)no1	13.6%	9.5%	-8.4%	x	u	71.0
CC1CCN(C(=O)C2CCCN(S(C)(=O)=O)C2)CC1 (configuration not stated)	23.3%	1.8%	-5.6%	4.1%	-8.6%	8.9
O=C(Cc1cccs1)NC1(C(=O)NC2CCCC2)CCCCC1	2.1%	-16.8%	-10.9%	3.5%	u	59.0
O=C(OCCN1CCCCC1)c1cccc(Cl)c1	9.7%	2.9%	-3.3%	-24.1%	3.8%	-12.7
O=C(Cc1coc2ccc3ccccc3c12)N1CCN(c2ncccn2)CC1	-4.3%	0.0%	30.4%	1.1%	0.7%	60.9
CCOn1c(=O)c(-c2cccs2)[n+]([O-])c2ccccc21	3.5%	-28.4%	-14.4%	1.5%	-8.2%	-37.1
Cc1ccc(Oc2ccccc2)c(NC=O)c1	-6.3%	-4.7%	-9.0%	-1.9%	-5.0%	-27.2
O=C(Nc1cccc(F)c1)c1ccco1	3.3%	1.3%	-6.1%	-0.6%	-5.0%	u
CCc1n[nH]c2c1/C(=N/O)CCC2	-2.2%	13.0%	-10.2%	3.3%	u	-8.3
O=c1[nH]c2c(cc1CNCCN1CCOCC1)c(-c1cccc(F)c1)nn2-c1ccccc1	x	-0.3%	96.6%[activator]	6.5%	u	x
CC1CCCC(NC(=O)CN(C)S(=O)(=O)c2cnc[nH]2)C1C (configuration not stated)	-2.1%	5.3%	-5.4%	-0.7%	-0.2%	3.4
O=C(COC(=O)/C=C/c1nc2ccccc2s1)Nc1ccccc1Oc1ccccc1	-8.1%	-4.7%	0.2%	-5.6%	-7.7%	-12.5
COc1ccccc1N1CCN(C(=O)C2C3C=CC4(CN(Cc5ccccc5Cl)C(=O)C24)O3)CC1 (configuration not stated)	8.1%	-24.4%	86.8%[activator]	3.4%	-0.1%	-12.0
Cn1c(C=O)c(-c2ccc3c(c2)OCCO3)c2ccccc21	15.8µM*	6.7%	-18.8%	x	1.3%	u
Cc1oc(-c2cccs2)nc1CS(=O)CC(=O)NC1CCCCCC1 (configuration not stated)	0.9%	17.8µM*	-12.7%	-4.2%	u	11.3
CC(=O)c1ccc(NS(=O)(=O)c2ccc3[nH]c(=O)[nH]c3c2)cc1	x	-12.1%	x	x	-9.7%	0.0
Cc1cc(Cl)ccc1OCC(=O)N/N=C/c1ccc(OC2OC(CO)C(O)C(O)C2O)cc1 (configuration not stated)	5.7%	9.8%	28.8%	-0.7%	3.2%	-39.0
CCCCNC(=S)NC(=O)c1ccc(Cl)cc1Cl	u	u	-18.6%	2.0%	3.7%	10.5
COc1ccccc1-n1c(SCC(=O)NC2CCS(=O)(=O)C2)nc2ccccc2c1=O (configuration not stated)	-6.0%	-15.8%	-14.3%	x	5.5%	-6.6
Cc1ccc(S(=O)(=O)Nc2cccc(C(=O)NCCCn3ccnc3)c2)cc1F	-9.9%	1.2%	-27.1%	x	u	-15.3
O=C1CCCc2cc3c(cc21)CC1(C3)Cc2cc3c(cc2C1)C(=O)CCC3	11.2µM*	10.3%	-2.3%	3.4%	-5.7%	-80.7*
COc1ccc(OCC(=O)NCCS(=O)(=O)N2CCN(c3ccc(F)cc3)CC2)cc1	4.2%	-3.6%	22.0%	13.8%	2.6%	u
CC(=O)c1c(C)[nH]c(C(=O)NNC(=O)COc2cc(C)cc(C)c2)c1C	-34.1%	-0.6%	1.5%	x	u	-14.7
O=C(Cn1ncc(Cl)c(Cl)c1=O)N1CCN(S(=O)(=O)c2ccc3ccccc3c2)CC1	5.62µM*	22.4µM*	8.9%	6.3%	-9.0%	-85.6*
CCC(C)NC(=O)COC(=O)c1ccccc1OCC(=O)Nc1ccc(Br)cc1 (configuration not stated)	2.0%	-9.2%	-10.3%	10.4%	-10.4%	8.5
O=C1OCCC1Sc1nnnn1-c1ccccc1 (configuration not stated)	9.0%	1.4%	-10.0%	x	-12.1%	15.3
Cc1ccc(CCNC(=O)c2cccc(Nc3nc4ccccc4nc3-n3nc(C)cc3C)c2)cc1	x	1.7%	x	x	0.7%	-1.0
COc1ccc(S(=O)(=O)Nc2cccc3c2O[C@H](CN(C)Cc2ccc(C(=O)O)cc2)[C@@H](C)CN([C@H](C)CO)C3=O)cc1	19.1%	x	-12.0%	x	x	1.3
O=C(Nc1cccc(C(F)(F)F)c1)c1cc[n+]([O-])cc1	-2.4%	-3.9%	5.1%	12.5%	-11.3%	12.1
O=C1COc2ccc(C(=O)COC(=O)CCOc3ccccc3)cc2N1	35.1%[activator]	x	-28.0%	x	x	-17.2
Cc1ccc(C)c(NC(=S)NCC(c2ccccc2)N(C)C)c1 (configuration not stated)	0.6%	0.5%	-1.7%	8.3%	u	u
CCc1cccc(N(C(=O)c2csnn2)C(C(=O)NC2CCCCC2)c2cccnc2)c1 (configuration not stated)	10.2%	5.2%	-2.3%	x	2.2%	-24.6
C/C(=N\NC(=O)c1nn(C)c(C)c1Br)c1cccc(NC(=O)c2ccoc2C)c1	u	-2.1%	31.6µM*	3.0%	u	-23.4
Cc1ccc(/C=C(\C#N)c2nc(-c3ccc(-c4ccccc4)cc3)cs2)cc1	x	-1.9%	x	x	15.8%	10.1
COc1cc2cncc(Cc3ccc(Cl)cc3)c2cc1OC	u	1.5%	53.5%	x	-4.2%	x
O=C(OCc1ccccc1)c1ccccc1	16.9%	x	x	10.0%	x	7.0
Cc1cccc2nc(-c3ccccn3)c(Nc3ccc(F)cc3)n12	x	6.0%	x	x	20.0%	-97.2*
O=C(CSc1nncs1)Nc1cc(-c2ccccc2)nn1-c1ccccc1	2.3%	-1.3%	-16.1%	0.3%	-8.5%	45.3
CCOC(=O)c1[nH]cnc1C(=O)Nc1ccncc1	13.6%	-0.4%	-15.5%	-25.3%	u	22.8
Cc1nc(-c2cccc(NC(=O)c3cccc(S(=O)(=O)N4CCCC4)c3)c2)cs1	10µM*	-19.8%	-0.8%	x	-8.2%	u

Look-ups from above:
O=C(OCc1ccccc1)c1ccccc1 @ Giardia FBPA inh: 10.0%
CCOC(=O)c1[nH]cnc1C(=O)Nc1ccncc1 @ HCV inhibitor: 13.6%

Two records drawn at random from the list so far, as already listed:
SMILES	HCV inhibitor	Sm TGR block	AmpC no deterg	Giardia FBPA inh	AmpC detergent	HCMV antiviral
O=C(CSc1nncs1)Nc1cc(-c2ccccc2)nn1-c1ccccc1	2.3%	-1.3%	-16.1%	0.3%	-8.5%	45.3
O=C(Nc1cccc(C(F)(F)F)c1)c1cc[n+]([O-])cc1	-2.4%	-3.9%	5.1%	12.5%	-11.3%	12.1

The list goes on.
SMILES	HCV inhibitor	Sm TGR block	AmpC no deterg	Giardia FBPA inh	AmpC detergent	HCMV antiviral
O=C(COc1cccc2ccccc12)N/N=C/c1ccco1	-6.8%	-8.4%	-39.1%	x	-9.2%	-16.4
Cc1c(NC(=O)Nc2cccc(C(F)(F)F)c2)c(=O)n(-c2ccccc2)n1C	x	2.8%	1.5%	x	-1.1%	-5.5
C/C(=N\NC(=S)NC1CCCCC1)c1cccc(C(F)(F)F)c1	-25.7%	-3.0%	-29.0%	0.9%	-12.5%	3.1
Cc1ccc(S(=O)(=O)N2CCN(c3cnn(-c4ccccc4)c(=O)c3Cl)CC2)cc1	36.0%[activator]	4.8%	-19.2%	0.1%	-5.9%	-12.2
COC(=O)Cc1ccc(NC(=S)N2CCN(C(=O)C3CCCO3)CC2)cc1 (configuration not stated)	5.4%	0.0%	-1.8%	x	-0.5%	-27.1
CCCN1CN(Cc2ccccc2)CC2=C1CC(C)(C)CC2=O	9.0%	12.8%[11.4 µM]	42.9%	-6.4%	-11.5%	-22.4
Cc1cc(C)cc(C(=O)N2CC(=O)Nc3ccc(C)cc3C2c2ccccc2)c1 (configuration not stated)	x	7.7%	x	x	-1.3%	39.0
COc1ccc(-c2noc(CSc3nnc(-c4ccncc4)n3-c3ccc(C)c(C)c3)n2)cc1	x	0.5%	x	x	16.1%	-3.4
O=C(N/N=C/c1cn(-c2cccs2)nc1-c1ccccc1)c1ccccc1Cl	11.2µM*	-3.1%	-27.9%	3.4%	2.6%	-17.3
